Bioassay records as filed in PubChem.
West Nile antiviral = inhibition of WNV-induced cytopathic effect – cell-based, CPE readout (AID 1621). West Nile virus-infected cells, CPE inhibition; higher % means a stronger effect. one-dose CPE inhibition, % at 10 µM; IC50 in µM for titrated hits. 290,000 tested, 0.02% active; in the data active = a potency from the dose series; inconclusive = CPE inhibition mostly from about 3.7% at the one dose, without a potency; inactive = the rest, 99 in 100 with CPE inhibition below about 2.2%; note: strong numbers were not always called active
Autophagy mod = modulators of autophagy. MEF GFP-LC3 puncta imaging; test concentration mostly 10 µM. calls only at 10 µM (by protocol). 190,000 tested, 0.98% active. AID 463193;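 active = percentage of spot-positive cells more than 3 SD above its plate mean, without a fluorescence outlier flag or 80% toxicity; inconclusive = no clear call, values can overlap the other calls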;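 note: spot-positive cell cutoff set from DMSO-treated cells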
b-catenin transl = modulators of beta-catenin nuclear translocation; HeLa beta-catenin nuclear translocation, immunofluorescence imaging; nuclear translocation activity, % at 5 µM; 190,000 tested, 0.3% active;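 active = nuclear translocation activity above 50% at 5 µM, with a well cell count of 50 or more; inconclusive = wells under 50 cells across six images, flagged as toxic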;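 note: per-cell ratio of nuclear to cytoplasmic median beta-catenin stain intensity; plate controls were DMSO negative control for no effect and GSK-3 inhibitor IX positive control for full effect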
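Test system: human HeLa cells, endogenous beta-catenin. Times: 24 h compound exposure, 37°C. Measured by: beta-catenin immunofluorescence imaging with DAPI.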
Myeloid diff 2 = myeloid differentiation induction. ER-HoxA9 myeloid progenitors, lysozyme-GFP differentiation, flow cytometry. calls only at 10 µM. 360,000 tested, 1% active;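 active = normalized GFP-positive differentiation at or above the plate's own cutoff, the solvent-only control mean plus 3 SD; inconclusive = no clear call, values can overlap the other calls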;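 note: cells exposed to compound for four days before flow analysis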
Ins promoter up = MIN6 insulin promoter up-regulation; MIN6 insulin promoter-GFP reporter, high-content imaging; hits give high values; z-score at 5 µM; 190,000 tested, 0.3% active; AID 1625;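 active = z-score above 3 at 5 µM with at least 500 cells counted in the well; inconclusive = wells under 500 cells, flagged as cytotoxic or low count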
T cell modulator = T cell immune modulators affecting CD8 T cell-vesicle binding; 2C CD8+ T cell-vesicle binding, flow cytometry; hits give low values; calls only at 7 µM; 330,000 tested, 0.068% active; AID 2052;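 active = response, share of CD8 T cells binding vesicles, and their 90th percentile fluorescence all below set limits, cut at about 80% in these data, passing the limit was not always enough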
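material = purified 2C TCR transgenic mouse naive CD8+ T cells | controls = Unloaded micro-vesicles (low), QL9 vesicles with 0.7% DMSO (high) | detection = cytometric PE anti-B7-1 and Alexa647 anti-CD8 signals after 1% paraformaldehyde fixation | incubation = binding step 1.5 h, 37 °C, antibody labelling 20 min, ice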
MT stabilizer = stabilizes microtubules in HeLa cells. HeLa tubulin immunostaining HCS, 24 h; share of cells brighter than vehicle mean+2SD. % tubulin-high responders, % at 10 µM. 200,000 tested, 0.83% active. AID 2205;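 active = plate Z-score above 3 for both tubulin-high and condensed-nucleus cell shares, with cell loss under 80%, at 10 µM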;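 note: anti alpha tubulin signal scored within the nucleus-defined area of each cell; some results filed as inactive read as strong as hits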
Lipid droplet = modulators of hepatic lipid droplet formation. AML12 mouse hepatocytes, oleate lipid droplets, BODIPY imaging. inhibition, % at 6.5 µM. 240,000 tested, 0.4% active;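 active = lipid droplet intensity inhibited by at least 50%, with more than 500 cells counted; inconclusive = wells with under 300 cells, treated as cytotoxic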
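Assay system: AML12 mouse liver cells | Compound: 6.5 µM single-point dosing | Schedule: Overnight exposure | Technique: Fluorescence imaging, 20x objective, two fields per well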
WT yeast gro inh = growth inhibition of WT yeast, mitochondrial fusion screen; mitochondrial fusion phenotypic screen, WT strain; inhibition, % at 10 µM; AID 1362; 190,000 tested, 2.1% active; in the data active = inhibition above about 58%; tested in S. cerevisiae
WT yeast gro inh mutant strain = also measured in WT yeast gro inh; calls as there; inhibition, %; mitochondrial fusion phenotypic screen, mutant strain inhibition
Ins promoter up cell count = further read-out of Ins promoter up, marked with its call; cell count; measured here: cytotoxicity, nuclei count;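 total cells summed across four imaged fields per well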
Lipid droplet cells 6.5 µM = also measured in Lipid droplet; calls as there; cell count; measured here: cell count, cytotoxicity flag;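 cells counted across two imaged fields per well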
b-catenin transl cell count 5 µM = further read-out of b-catenin transl, marked with its call; cell count; measured here: cell count, cytotoxicity flag
T cell modulator vesicle-bound % = recorded beside T cell modulator, whose call it bears; double positive events, %; measured here: CD8+ vesicle-bound cell fraction;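 binding gate set so that unloaded-vesicle control wells show 10% double positive cells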
MT stabilizer Hoechst-high % = recorded beside MT stabilizer, whose call it bears; % Hoechst-high responders; measured here: nuclear condensation Hoechst responders;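 share of cells brighter than vehicle mean plus two SD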
MT stabilizer cytotoxicity % = recorded beside MT stabilizer, whose call it bears; toxicity, %; measured here: cytotoxicity by cell density;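 0% = mean cell density of plate MIN control wells and 100% = no cells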
Autophagy mod cell loss 18 h = second read-out of Autophagy mod, no call of its own (marks repeat the call); toxicity, %; measured here: cell loss, nuclei count;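 cell loss after 18 h compound exposure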
Myeloid diff 2 GFP+ MAC1+ % = recorded beside Myeloid diff 2, whose call it bears; GFP+ MAC1+ double positive, %; measured here: differentiation confirmed by MAC1 staining
* marks the source's active call; other numbers are inactive results; i = inactive; ? = inconclusive; . = not tested or not shown.

Under each structure – West Nile antiviral	Autophagy mod	Autophagy mod cell loss 18 h	b-catenin transl	b-catenin transl cell count 5 µM	Myeloid diff 2	Myeloid diff 2 GFP+ MAC1+ %	Ins promoter up	Ins promoter up cell count	T cell modulator	T cell modulator vesicle-bound %	MT stabilizer	MT stabilizer Hoechst-high %	MT stabilizer cytotoxicity %	Lipid droplet	Lipid droplet cells 6.5 µM	WT yeast gro inh	WT yeast gro inh mutant strain
- O=C(CN1CCN(S(=O)(=O)c2ccc3ccccc3c2)CC1)NC(=O)NC1CCCCC1
  0.1%	i	-12.7	.	.	i	1.1	.	.	i	44.0	2.8	1.9	7.4	13.6	844	-23.0	-12.3
- CCC1CCCCN1C(=O)c1ccc2nc(Cc3ccc(OC)cc3)oc2c1 (stereo unspecified)
  1.1%	.	.	.	.	i	1.7	.	.	i	21.0	.	.	.	-13.5	673	.	.
- CN(C)C(=O)CSc1ncnc2scc(-c3ccccc3)c12
  -0.6%	i	16.2	-0.8	1117	i	0.0	0.71	1113	i	46.6	1.7	3.2	2.9	-4.1	749	-36.5	-5.2
- CC1=C(C(=O)N2CCCC(N3CCN(c4ccccc4C)CC3)C2)OCCO1 (stereo unspecified)
  -0.4%	.	.	.	.	i	3.4	.	.	i	21.7	.	.	.	8.9	767	.	.
- O=C(C1CCN(S(=O)(=O)c2ccc(Br)cc2)CC1)N1CCOCC1
  -0.7%	.	.	.	.	i	0.3	.	.	i	3.3	.	.	.	0.0	869	.	.
- Cc1c(NC(=O)C2CCCCC2)cc(C(=O)N2CCOCC2)cc1[N+](=O)[O-]
  0.9%	i	-1.0	-3.5	1122	i	0.2	0.24	1160	i	40.4	2.2	1.4	4.5	6.2	685	2.6	11.1
- COC(=O)C1=C(CN2CCN(C)CC2)NC(=O)NC1c1cc(C)ccc1C (stereo unspecified)
  0.1%	i	-3.2	.	.	i	1.2	.	.	i	31.9	1.8	2.0	5.6	-5.4	655	12.7	28.1
- CCC1=Nc2cc(C(=O)N3CCCCC3)ccc2Sc2ccc(C)cc21
  -0.8%	.	.	.	.	i	1.8	.	.	i	36.8	.	.	.	-1.5	699	.	.
- COC(=O)c1cc(C(=O)Nc2cc(C)ccn2)cc([N+](=O)[O-])c1
  -0.2%	i	5.6	-1.1	882	i	1.4	0.63	1618	i	22.5	3.4	2.0	4.3	.	.	16.7	26.0
- O=C(CNC1CCCCCC1)Nc1ccc(S(=O)(=O)NC2CC2)cc1
  -0.5%	i	-0.4	-0.7	1181	i	2.8	0.19	1945	i	20.5	2.1	2.9	22.0	-0.4	628	1.5	2.8
- CCc1nnc(NC(=O)CCC(=O)N2CCC(Cc3ccccc3)CC2)s1
  0.0%	.	.	.	.	i	1.2	.	.	i	36.2	.	.	.	-5.5	695	.	.
- CC(=O)Nc1cccc(C(=O)Nc2ccccc2C(=O)O)c1
  0.3%	i	3.2	.	.	i	0.2	.	.	i	50.1	4.7	2.3	54.9	-7.1	743	-4.0	-60.6
- CCCC[C@@H]1CNC(=S)N1CCc1cccc(F)c1
  -0.8%	i	-11.8	-0.4	1209	i	1.2	0.1	1431	.	.	4.0	1.1	6.3	-20.6	709	65.1*	55.1*
- c1ccc(CSc2ncnc3c2cnn3Cc2ccccc2)cc1
  -0.6%	i	-8.1	4.8	1036	i	0.2	1.5	762	i	56.7	2.0	2.5	6.4	-5.6	771	67.5*	43.8*
- COc1ccc(S(=O)(=O)NC(C)C(=O)NCc2cccnc2)cc1Cl (stereo unspecified)
  -0.8%	.	.	.	.	i	0.5	.	.	i	12.4	.	.	.	0.3	749	.	.
- COc1ccc(C(=O)N2CCN(c3ccccc3OC)CC2)cc1
  -0.8%	i	13.8	0.1	1064	i	0.9	-0.22	1218	i	38.3	1.2	2.5	7.7	-9.1	761	7.3	12.0
- CC1C2CC(CC1(C)C)N(C(=O)Nc1ccc3nccnc3c1)C2 (stereo unspecified)
  .	i	53.2	-1.8	992	i	0.3	-1.12	1376	i	52.8	21.8	2.2	21.7	.	.	1.5	16.4
- COc1ccc(S(=O)(=O)N(C)c2ccc(C(=O)N3CCC(C(N)=O)CC3)cc2)cc1
  0.4%	i	-5.7	0.4	1197	i	1.0	0.1	1315	i	33.8	2.8	1.8	3.5	32.5	811	15.2	6.1
- CCOC(=O)c1cnc(-n2nc(C)cc2C)nc1Oc1ccccc1F
  0.3%	.	.	0.7	1283	i	0.1	-0.46	1069	i	39.6	.	.	.	.	.	.	.
- Cc1ccc(S(=O)(=O)/N=C2/NC(=O)/C(=C/c3cccnc3)S2)cc1
  0.2%	i	4.2	2.4	1328	i	1.0	-0.02	1543	i	9.8	3.6	1.9	2.3	.	.	-4.7	2.9
- O=C(CN1N=C(c2ccc(Cl)cc2)CCC1=O)NCc1cccnc1
  -0.2%	i	40.2	-1.7	1154	i	0.5	0.18	1478	i	48.7	5.8	1.9	8.9	20.5	681	5.3	2.2
- Cc1ccc(Nc2nc(CSc3nnc(-c4ccccc4C)n3C)cs2)cc1
  -1.4%	i	-4.0	1.6	1055	i	0.7	0.04	1536	i	44.7	2.3	3.6	8.3	-15.6	590	28.4	-12.0
- CC(NC(=O)Nc1ccccc1)C(c1cccs1)N1CCOCC1 (stereo unspecified)
  -0.1%	.	.	3.5	946	i	2.8	-0.22	1197	i	20.4	8.8	1.6	3.0	-47.4	713	-12.9	-6.0
- CCCCOc1ccccc1NC(=O)c1scc2c1OCCO2
  -1.1%	i	-6.5	-0.8	1116	i	0.2	-2.71	1234	.	.	2.3	2.2	7.6	-9.1	716	22.7	11.0
- O=C(NCCNC(=O)c1cnccn1)c1ccc(Cl)c(Cl)c1
  -0.1%	.	.	.	.	i	0.5	.	.	i	22.6	.	.	.	-0.8	841	.	.
- CCc1ccc(NC(=O)CSc2nnc(Cn3c(=O)sc4ccccc43)n2C)cc1
  0.0%	i	-8.5	-3.4	1187	i	1.7	0.12	1000	i	60.2	2.8	2.2	4.1	-1.4	741	7.0	3.7
- CCOC(=O)CN(C(=O)COc1nc(-c2ccccc2)cc(C)c1C#N)c1cccc(OC)c1
  -1.0%	.	.	0.4	1290	i	0.9	-0.39	1119	i	25.2	.	.	.	-45.8	675	.	.
- Cc1cccc(NCc2ccccc2OCc2ccccc2F)c1
  0.1%	i	12.7	-0.9	1173	i	0.4	0.34	1449	i	24.6	1.7	4.0	7.4	27.0	666	4.9	-5.0
- CCc1nccn1CCC(=O)N1CCc2c([nH]c3ccccc23)C1CC(C)C (stereo unspecified)
  -0.6%	.	.	-0.4	1302	i	0.3	-0.37	1014	i	29.1	.	.	.	22.0	794	.	.
- O=C(O)c1ccc(N/N=C/c2cccc3nccnc23)cc1
  0.3%	.	.	0.4	1371	i	1.0	0.25	964	i	36.1	.	.	.	.	.	.	.
- Cc1ccccc1N(C)C(=O)c1coc(=O)c2ccccc12
  0.3%	i	-1.9	2.7	740	i	0.3	-0.28	1120	i	50.6	3.5	0.7	1.0	.	.	-2.4	11.3
- Cc1cccc(NS(=O)(=O)c2ccc(NC(=O)CN(c3cc([N+](=O)[O-])ccc3C)S(C)(=O)=O)cc2)c1
  -1.0%	i	-7.2	3.2	608	?	.	-1.79	623	i	20.1	2.3	1.2	0.5	0.9	730	4.3	14.8
- COc1ccc(CCNc2ncnc3c2c(C)c(C)n3CCCN(C)C)cc1OC
  -0.6%	.	.	.	.	i	0.6	.	.	i	36.4	.	.	.	8.5	816	.	.
- COc1ccc(NC(=O)c2cccc(Cn3cc(Br)cn3)c2)cn1
  0.1%	i	-0.2	-0.1	1132	i	12.9	-0.22	1882	i	33.9	2.0	1.5	6.0	-3.1	683	-1.2	-61.0
- COc1ccc(OCc2cc(C(=O)N3CCN(CC4CC4)CC3)no2)c(Cl)c1
  -0.4%	.	.	.	.	i	0.4	.	.	i	23.8	.	.	.	-2.7	689	.	.
- Cc1ccc(N2CC(C(=O)NCCS(=O)(=O)N3CCN(c4ccccc4)CC3)CC2=O)cc1C (stereo unspecified)
  0.3%	.	.	.	.	i	1.3	.	.	i	9.2	.	.	.	2.8	751	.	.
- Cc1cc(C)c2c(CC(=O)N(CCC#N)Cc3cccnc3)coc2c1
  .	i	-10.5	0.1	1042	i	0.8	-0.02	1812	i	41.2	1.3	0.8	2.0	-15.8	700	11.2	12.2
- CCO[C@H]1OC(C(=O)Nc2ccccc2)=C[C@@H](c2ccc(C(F)(F)F)cc2)[C@@H]1CCCO
  -0.8%	i	11.5	1.3	1037	i	0.5	-0.38	1455	i	38.4	1.9	1.2	5.5	5.4	721	74.7*	53.1*
- CC(C)CC(=O)Nc1cccc(NC(=O)CC(C)C)n1
  0.3%	i	4.9	-4.3	572	i	0.6	-0.03	1346	i	31.8	4.2	2.9	7.7	-0.9	617	-6.9	-8.0
- CCOC(=O)c1c(CC(C)C)csc1NC(=O)c1ccccc1C(=O)O
  0.2%	.	.	-0.2	1272	i	0.0	0.19	1100	i	19.9	.	.	.	-10.8	680	.	.
- Cc1ccc(/C=N/NC(=O)C(C)Oc2cccc3ccccc23)o1 (stereo unspecified)
  0.1%	.	.	.	.	i	0.2	.	.	i	3.1	.	.	.	-4.2	877	.	.
